Screening results: PubChem BioAssay, several laboratories
SUMO1-SIM PPI – alters human SUMO1 binding to SIM partners; 0.33% of 360,000 active; inhibition, % at 20 µM; SUMO1 binding to a labelled peptide, TR-FRET, 1 h; P63165; in the data active = inhibition above about 37%
Target sequence (P63165 whole entry, looked up): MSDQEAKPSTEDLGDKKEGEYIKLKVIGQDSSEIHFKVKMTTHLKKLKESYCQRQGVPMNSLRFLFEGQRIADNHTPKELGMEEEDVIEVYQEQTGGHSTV
NadD inh – inhibitors of Staphylococcus aureus NadD | inhibition, % at 20 µM | purified NadD enzyme, colorimetric absorbance read-out | 0.78% of 360,000 active; in the data active = inhibition above about 26%; also: some compounds past the cut are filed as inactive
Tb MetRS inh – Trypanosoma brucei MetRS inhibition. purified T. brucei MetRS, ATP depletion, Kinase-Glo luminescence. inhibition, % at 11.9 µM. 0.4% of 360,000 active. AID 624268;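 active = inhibition above a per-plate cutoff of the control wells' mean inhibition plus 3 SD, cut at about 5.5% in these data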;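 also: 0% = DMSO wells median and 100% = median of wells with control inhibitor compound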
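Material: T. brucei methionyl-tRNA synthetase, purified; reagent: substrates ATP, L-methionine and bulk Escherichia coli tRNA; dosing: 11.9 µM single point; timing: 15 min plus 2 h at 25 °C; detection: luminescence of leftover ATP; evaluation: % inhibition; control set: DMSO-only wells as low control; replicates: singlicate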
SKN-1 block – blocks SKN-1 activity in C. elegans. C. elegans VP596 Pgst-4::GFP/RFP ratio, acrylamide-induced, 24 h. inhibition, % at 21.8 µM. 0.49% of 360,000 active;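 active = interference check ratio from 0.5 to 1.5 plus GFP to RFP signal ratio inhibition reaching or exceeding a fixed threshold, cut at about 30% in these data, passing the limit was not always enough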; also: some compounds called inactive have numbers as strong as hits
LMPTP inh – LMPTP (human) inhibition; P24666; recombinant LMPTP-A, OMFP fluorogenic substrate, fluorescence intensity; inhibition, % at 20 µM; 0.22% of 360,000 active;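 active = compounds that cut the enzyme signal by at least half of the control window in the single-dose screen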;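 also: plate controls were DMSO wells with enzyme plus substrate for no effect and substrate without enzyme for full effect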
Target sequence (P24666 whole entry, looked up): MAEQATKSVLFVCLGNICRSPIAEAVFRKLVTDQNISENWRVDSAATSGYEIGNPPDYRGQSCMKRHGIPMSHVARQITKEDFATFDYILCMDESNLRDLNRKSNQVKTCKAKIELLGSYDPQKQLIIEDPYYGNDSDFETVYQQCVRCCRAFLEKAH
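material = LMPTP-A | quantity = 0.625 nM enzyme | reagent = OMFP substrate, 400 µM final | buffer or medium = Bis-Tris pH 6.0, DTT, detergent | detection = endpoint fluorescence intensity from OMFP dephosphorylation | dosing = single 20 µM dose | read-out basis = % inhibition relative to no-enzyme and uninhibited control wells | control set = no-enzyme and uninhibited controls | timing = 50 min at room temperature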
Neddylation inh – cullin neddylation inhibition | calls only at 25 µM | 0.58% of 360,000 active | TR-FRET cullin neddylation, biochemical; in the data active = inhibition above about 36%
Target sequence (P61081 whole entry, looked up): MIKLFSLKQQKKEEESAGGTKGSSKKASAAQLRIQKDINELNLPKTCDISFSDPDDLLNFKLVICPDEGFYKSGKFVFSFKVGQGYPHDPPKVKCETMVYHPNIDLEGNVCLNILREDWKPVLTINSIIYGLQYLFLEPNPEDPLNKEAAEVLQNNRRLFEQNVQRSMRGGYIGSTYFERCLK
Target sequence (Q13564 whole entry, looked up): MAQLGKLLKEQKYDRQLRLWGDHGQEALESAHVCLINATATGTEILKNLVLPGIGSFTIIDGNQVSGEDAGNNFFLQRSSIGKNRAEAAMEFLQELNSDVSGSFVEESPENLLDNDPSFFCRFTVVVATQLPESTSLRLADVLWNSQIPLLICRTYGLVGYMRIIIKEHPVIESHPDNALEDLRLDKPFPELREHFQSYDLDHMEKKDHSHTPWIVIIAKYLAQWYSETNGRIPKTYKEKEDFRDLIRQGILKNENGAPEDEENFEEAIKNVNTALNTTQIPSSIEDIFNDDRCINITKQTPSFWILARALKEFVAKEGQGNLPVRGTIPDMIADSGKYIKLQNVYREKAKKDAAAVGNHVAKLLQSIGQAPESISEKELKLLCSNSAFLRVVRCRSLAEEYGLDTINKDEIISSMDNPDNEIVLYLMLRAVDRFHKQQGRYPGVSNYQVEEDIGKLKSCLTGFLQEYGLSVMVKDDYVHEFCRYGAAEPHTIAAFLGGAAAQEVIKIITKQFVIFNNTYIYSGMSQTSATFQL
STEP inh – STEP (human) phosphatase inhibition. recombinant STEP, OMFP fluorogenic substrate, fluorescence. 0.25% of 360,000 active. inhibition, % at 20 µM;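 active = inhibition at 20 µM, scaled per plate between control wells, above about 37%, limit read from the data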;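 also: 0% = DMSO with enzyme and substrate and 100% = substrate only without enzyme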
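Assay system: isolated STEP enzyme / Timing: 20 min at room temperature, dark / Doses: 20 µM, 1% DMSO / Technique: fluorescence intensity, excitation 480 nm, emission 540 nm / Reagent: fluorogenic phosphatase substrate OMFP at 25 µM final / Measure: percent inhibition scaled to no-enzyme and uninhibited-enzyme controls, plate-pattern corrected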
Scp-1 inhibitor – blocks human Scp-1 phosphatase activity; Q9GZU7; Recombinant Scp1, phosphopeptide, malachite green phosphate absorbance; inhibition, % at 20 µM; 0.88% of 340,000 active; AID 493091;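 active = inhibition above about 50% at 20 µM, limit read from the data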;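 also: plate controls were DMSO wells with enzyme for no effect and wells lacking enzyme for full effect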
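Test system: SCP-1 catalytic domain; Buffer or medium: Acidic Tris acetate buffer with magnesium and detergent; Also added: Phosphorylated 17-residue peptide substrate; Compound: single 20 µM dose, 1% DMSO; Schedule: enzyme reaction 45 min at room temperature, colour 5 min, stabilisation 30 min; Signal: Phosphate-binding colour reagent, absorbance read at 630 nm.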
CendR NRP1 mod – NRP-1/CendR interaction modulation. FAM-RPARPAR peptide binding to NRP-1, fluorescence polarization. inhibition, % at 25 µM. 0.85% of 360,000 active;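 active = inhibition or corrected inhibition above about 18%, plus a signal ratio from 0.5 to 1.5, limit read from the data, passing the limit was not always enough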; also: strong numbers were not always called active
DNMT1 block – inhibitors of human DNMT1; 0.83% of 360,000 active; DNMT1 molecular beacon, Hinp1I cleavage, fluorescence; AID 588458; inhibition (reported as % activation of signal), % at 10 µM; P26358; in the data active = inhibition above about 50%
Starred values were filed as active, the others as inactive; i = inactive; · = not tested or not shown.

SMILES	SUMO1-SIM PPI	NadD inh	Tb MetRS inh	SKN-1 block	LMPTP inh	Neddylation inh	STEP inh	Scp-1 inhibitor	CendR NRP1 mod	DNMT1 block
CC(C)(C)NC(=O)Cn1nnc(-c2ccc(OCc3c(F)cccc3Cl)cc2)n1	5	-8	-0.7	9	2.2	i	1	-10	-1	1
CCCn1c(SCC(=O)Nc2ccccc2CC)nnc1C(C)C	19	-4	0.3	-2	0.2	i	1	18	-1	2
CCCCCCn1nc(C(=O)Nc2nc3c(s2)CCCC3)c2ccccc2c1=O	1	0	0.4	-3	1.9	i	-1	4	-4	5
Cc1cccc2cc(C#N)c(N3CCOCC3)nc12	-10	-3	-1.7	10	-0.5	i	0	-1	3	0
CCN1CCN(c2c(/C=C3\SC(=S)N(Cc4ccco4)C3=O)c(C)c(C#N)c(=O)n2C)CC1	-17	2	-0.4	7	11	i	-2	3	134	-10
CCOC(=O)c1c(C)[nH]c(C)c1C(=O)COC(=O)c1ccc(Cl)c(S(=O)(=O)NCc2ccccc2)c1	-1	-12	0.1	-1	1.6	i	-4	-14	-1	-7
CC(C)Sc1oc(-c2ccco2)nc1S(=O)(=O)c1ccc(F)cc1	6	9	-0.1	7	2.3	i	1	1	-24	0
O=C(O)Cc1ccccc1C(=O)O	4	-1	-0.1	-8	-1.9	i	-4	-3	-4	12
COc1ccc(Cl)cc1S(=O)(=O)N1CCN(C(=O)COc2ccccc2)CC1	3	1	-1.0	2	0.3	i	2	-11	1	1
CC1CCN(CCn2c(=S)[nH]c3ccccc3c2=O)CC1	37	-2	-0.1	-1	-0.8	i	-3	-3	-1	3
CCN(CC)CCNc1nc(C(F)(F)F)nc2c1nnn2Cc1ccccc1	-5	-3	-0.1	-1	-2.5	i	4	-3	-6	1
C#CCSc1nc2sc3c(c2c(=O)n1C)CCC3	13	-7	-1.2	1	14	i	93*	75*	-3	61*
Cc1cccc(NC(=O)c2nc[nH]c2C(=O)N[C@@H](C)CO)c1	1	-4	-0.3	3	-0.5	i	-1	·	-6	2
CS(=O)(=O)N(CC(=O)O)c1cc(C(F)(F)F)ccc1Cl	4	4	-0.2	-3	0.1	i	-2	-8	1	3
CCC(Sc1ncccc1C(=O)O)C(=O)N1CCOCC1 (centres undefined)	1	-1	-0.2	5	-1.2	i	0	-3	2	0
CCN(CC)CCN1C(=O)C2C(C(=O)Nc3cc(C)cc(C)c3)C3C=CC2(O3)C1C(=O)NC1CCCCC1 (centres undefined)	5	-11	-0.6	-3	-0.9	i	-4	-8	3	2
COc1ccc(C(C)(O)c2nc(-c3ccc(F)c(Cl)c3)cs2)cc1 (centres undefined)	2	-1	-0.2	10	3.9	i	-3	·	9	-13
CC1CN(CCc2ccccc2)C(C)C/C1=N/O (centres undefined)	3	1	-0.5	4	-1.8	i	-1	1	7	2
CCOC(=O)c1c2n(c3c(NCc4ccccc4)ncnc13)CCCC2	0	12	-2.2	-13	-0.2	i	-3	-2	8	2
O=C(c1ccc(Cn2cc([N+](=O)[O-])cn2)o1)N1CCCCCC1	-14	-8	-0.4	-3	0.2	i	-1	-1	0	2
O=c1cc(N2CCCCC2)c(-c2ccccc2)nn1Cc1cccc(F)c1	3	-3	-0.5	1	-0.7	i	0	1	15	-1
COc1cc(/C=C/C(=O)OCC(=O)Nc2ccc(C)c(S(=O)(=O)N3CCCCC3)c2)ccc1O	1	17	-0.2	4	1.3	i	-1	-14	-12	-16
CC(=O)Nc1ccc(S(=O)(=O)Nc2nc3ccc([N+](=O)[O-])cc3s2)cc1	-9	-2	0.8	2	0.3	i	6	-7	-4	-3
CN(C)c1ncnc2c1ncn2CCn1cnc2c(N(C)C)ncnc21	2	0	-0.1	-5	-1.1	i	1	-2	12	-1
COc1ccc2[nH]c(O)c(N=O)c2c1	-4	8	-0.4	-3	-8.4	i	2	26	-17	4

Gathered by group: those above with a CF3 group.
SMILES	SUMO1-SIM PPI	NadD inh	Tb MetRS inh	SKN-1 block	LMPTP inh	Neddylation inh	STEP inh	Scp-1 inhibitor	CendR NRP1 mod	DNMT1 block
CCN(CC)CCNc1nc(C(F)(F)F)nc2c1nnn2Cc1ccccc1	-5	-3	-0.1	-1	-2.5	i	4	-3	-6	1
CS(=O)(=O)N(CC(=O)O)c1cc(C(F)(F)F)ccc1Cl	4	4	-0.2	-3	0.1	i	-2	-8	1	3

(more compounds)
SMILES	SUMO1-SIM PPI	NadD inh	Tb MetRS inh	SKN-1 block	LMPTP inh	Neddylation inh	STEP inh	Scp-1 inhibitor	CendR NRP1 mod	DNMT1 block
COC(=O)c1ccc(/C=C/c2c(-c3ccsc3)oc3ccc(N4CCOCC4)cc23)cc1	0	7	-0.4	3	0.9	·	-1	6	16	-8
CCc1ccc(NC(=O)CCc2nnc3ccc(N4CCCC4)nn23)cc1	-10	9	0.0	2	-1.4	i	0	-5	2	1
O=C1CCCC(O)=C1N=Nc1ccc(S(=O)(=O)N2CCOCC2)cc1	-22	0	-0.5	-2	2.8	i	18	-1	2	-4
Cc1ccc(NC(=O)CCc2c(C)nn(-c3ccc(N4CCOCC4)nn3)c2C)cc1	-5	4	-0.8	-6	-2.1	i	-2	15	10	1
O=C(/C=N/NC(=O)c1ccccc1Br)c1ccccc1	-17	-1	-0.8	-17	-0.2	i	2	-4	4	3
CC(NC(=O)Nc1cccc(F)c1)c1ccc2c(c1)OCO2 (centres undefined)	3	-4	-0.3	15	-0.4	i	0	-4	15	1
O=C(COC(=O)c1ccccc1Sc1ccc(C(F)(F)F)cc1[N+](=O)[O-])NC(=O)NC1CCCC1	-9	8	-0.3	2	3.3	i	-2	-5	3	-3
NC(=O)c1ccc(-c2ccccc2F)cc1	1	-1	-0.4	2	-1.2	i	1	-11	-1	0
O=C(NC1CCCC1)c1c(O)nc2sccn2c1=O	0	-3	-0.3	5	0.4	i	-1	-2	-7	0
CCS(=O)(=O)N1Cc2ccccc2CC1C(=O)Nc1nc(C)cs1 (centres undefined)	6	-1	-1.0	7	-1.4	i	-5	13	-13	-5
COc1ccc(OCC(=O)OC(C)CN2CCCCC2)cc1 (centres undefined)	1	-5	-0.8	7	-2.3	i	0	-2	16	0
O=C(CC1C[C@H](C(=O)N2CCOCC2)[C@@]2(CCC3CCCC3)c3[nH]c4ccccc4c3CCN2C1=O)NCCCn1ccnc1 (some centres undefined)	-2	10	0.2	-2	-7.6	i	-3	0	5	2
CCOC(=O)C1CCCN(C(=O)c2cc(S(=O)(=O)N(C)C)ccc2N2CCCC2)C1 (centres undefined)	5	-2	-0.5	-4	-0.2	i	-1	-5	7	2
Cc1coc(C)c1C(=O)Nc1ccc2ccccc2c1	0	-12	0.0	7	1.5	i	1	-8	17	-2
COc1ccccc1Nc1cc(N2CCOCC2)c2nonc2c1[N+](=O)[O-]	-9	7	-1.3	-10	0.7	i	0	1	-2	2
COc1cc(NS(=O)(=O)c2ccc(NC(=O)COc3cccc(C)c3)cc2)nc(OC)n1	21	0	0.0	-13	-0.4	i	0	-6	-14	-4
CCCOc1ccc(C(=O)NNC(=S)NC(=O)CC)cc1	5	1	-1.0	-9	0.1	i	0	-10	-2	0
O=c1n2c(c(O)n1C1CCCCC1)C(c1ccccc1)=Nc1ccccc1C2	-2	3	-0.1	7	1.3	i	0	·	-4	-1
O=C(NCc1ccccn1)c1ccc2nc(C3CCCCC3)oc2c1	3	-3	-0.9	-26	-0.6	i	-2	-11	-10	0
COc1ccc(OC)c(C(=O)Nc2ccc3[nH]ccc3c2)c1	5	-4	-0.5	-16	1.2	i	0	-17	2	-11
CCCCc1c(CCC)c(=N)c2ccccc2n1C	1	13	-0.9	5	10	i	-1	91*	7	0
O=C(Nc1cccs1)OCCN1CCN(Cc2ccccc2)CCC1=O	-3	-1	0.2	15	0.1	i	-3	-3	20	-3
C/C(=N\NS(=O)(=O)c1ccc(C)cc1)c1cccs1	-5	0	-1.6	9	-0.8	i	-1	-2	7	-1
Cc1ccc(CN2C(=O)CCC2C(=O)NCCCN2CCCC(C)C2)cc1 (centres undefined)	0	-7	-0.6	4	-0.5	i	4	-4	-15	1
OC1(CNCc2ccccc2)C2CC3CC(C2)CC1C3 (centres undefined)	3	-6	-0.9	10	0.5	i	0	-1	7	3

As a short view, 3 of the compounds above:
SMILES	SUMO1-SIM PPI	NadD inh	Tb MetRS inh	SKN-1 block	LMPTP inh	Neddylation inh	STEP inh	Scp-1 inhibitor	CendR NRP1 mod	DNMT1 block
O=C(NC1CCCC1)c1c(O)nc2sccn2c1=O	0	-3	-0.3	5	0.4	i	-1	-2	-7	0
CCS(=O)(=O)N1Cc2ccccc2CC1C(=O)Nc1nc(C)cs1 (centres undefined)	6	-1	-1.0	7	-1.4	i	-5	13	-13	-5
COc1ccc(OCC(=O)OC(C)CN2CCCCC2)cc1 (centres undefined)	1	-5	-0.8	7	-2.3	i	0	-2	16	0

New compounds follow
SMILES	SUMO1-SIM PPI	NadD inh	Tb MetRS inh	SKN-1 block	LMPTP inh	Neddylation inh	STEP inh	Scp-1 inhibitor	CendR NRP1 mod	DNMT1 block
O=C(Nc1nc2ccccc2[nH]1)c1ccccc1OC(F)F	-9	-2	-0.5	9	1.0	i	-1	2	-1	1
Cc1n[nH]c(=O)c2c(NC(=O)CSc3ccc(F)cc3)oc(C)c12	-24	-5	-0.7	20	-4.6	i	0	2	12	-1
O=C1CN(C(=O)CN2C(=O)NC3(CCCCC3)C2=O)c2ccccc2N1	0	1	-0.6	1	3.0	i	0	-3	3	7
c1csc(-c2noc(CN3CCN4CCCC4C3)n2)c1 (centres undefined)	4	-5	-0.7	-20	-0.5	i	7	-1	2	-1
COc1ccc(-c2nnn(CC(=O)N(c3cccc(O)c3)C(C)C(=O)NC3CCCC3)n2)cc1OC (centres undefined)	2	1	-1.1	4	3.6	i	5	11	2	15
COC(=O)c1ccc(NC(=O)Cc2ccc(F)cc2)cc1	4	-2	-1.5	-1	-0.7	i	-3	-2	14	5
CC(NCCOCCOc1ccccc1)c1ccccc1 (centres undefined)	-4	-1	0.0	-2	-0.6	i	1	-10	26*	-3
O=C(Oc1ccc(Cl)cc1)c1ccc(COC(=O)c2cnccn2)cc1	-3	-2	-0.6	-1	1.7	i	2	-4	-14	-1
CC(=O)Nc1ccc(SCC(=O)c2cc(C)ccc2C)cc1	3	-1	0.5	3	-0.4	i	0	-6	-8	86*
NC(=O)COC(=O)CC(NC(N)=O)c1ccc(Cl)cc1 (centres undefined)	18	1	0.0	-3	-1.3	i	3	-5	10	-1
CCN[C@H]1C[C@H](C)S(=O)(=O)c2sc(S(N)(=O)=O)cc21	0	3	-0.7	-16	-2.6	i	-3	-4	-11	-2
CCn1c(CC(=O)Nc2ccc(C)c(Cl)c2)nnc1SCCOc1ccc(OC)cc1	3	2	-0.2	9	-0.3	i	13	9	-2	3
CC1CCN(Cc2nnnn2CCCC(=O)NC(c2ccccn2)C(F)(F)F)CC1 (centres undefined)	7	-1	-0.4	2	-0.4	i	-5	-12	2	1

Compounds were not picked by outcome. About 4.6% of those tested had a hit in this group.
